Assay outcomes (PubChem)
D2 antagonist: HTS Assay for Allosteric Antagonists of the Human D2 Dopamine Receptor: Primary Screen for Antagonists; D(2) dopamine receptor (Homo sapiens), P14416; HEK293 TREx D2 cells, calcium flux, dopamine EC80; inhibition, % at 10 µM; 340,000 tested, 2% active; AID 485344, 2010; in the data active = inhibition above about 30%; note: 0% is about no effect
Target sequence (P14416 whole entry, looked up): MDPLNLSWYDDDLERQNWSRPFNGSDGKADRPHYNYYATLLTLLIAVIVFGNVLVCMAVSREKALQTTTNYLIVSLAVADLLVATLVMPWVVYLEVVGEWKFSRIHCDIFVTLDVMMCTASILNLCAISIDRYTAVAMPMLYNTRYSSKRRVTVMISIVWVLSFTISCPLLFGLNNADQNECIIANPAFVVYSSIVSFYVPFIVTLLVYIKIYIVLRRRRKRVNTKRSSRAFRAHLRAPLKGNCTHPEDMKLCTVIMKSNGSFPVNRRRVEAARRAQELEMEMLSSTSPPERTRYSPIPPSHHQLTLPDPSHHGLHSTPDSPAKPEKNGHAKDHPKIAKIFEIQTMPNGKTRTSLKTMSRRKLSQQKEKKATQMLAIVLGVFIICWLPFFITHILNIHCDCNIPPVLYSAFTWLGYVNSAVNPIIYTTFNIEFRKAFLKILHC
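Inhibition of EC80 dopamine-driven calcium flux, recorded kinetically, defines activity here; cells are a tetracycline-induced HEK293 T-REx line expressing force-coupled D2.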
D1 agonist: Allosteric Agonists of the Human D1 Dopamine Receptor: qHTS; D(1A) dopamine receptor (Homo sapiens), P21728; HEK293 T-REx D1 cells, calcium flux, agonist mode; activation, % at 2 µM; 360,000 tested, 1% active; AID 504660, 2011; in the data active = activation above about 30%; note: 0% is about no effect
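Agonism was scored from calcium flux recorded over 180 s (1 read/s) after pintool compound addition, following a 10-cycle baseline. Cells were inducible force-coupled HEK293 TREx D1, plated overnight at 30 C and loaded with no-wash calcium dye.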
D2 ag: HTS Assay for Allosteric Agonists of the Human D2 Dopamine Receptor: Primary Screen for Agonists; D(2) dopamine receptor (Homo sapiens), P14416; HEK293 T-REx D2 cells, calcium flux agonist mode; activation, % at 2 µM; 340,000 tested, 0.53% active; AID 485358, 2010;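 active = activation over 3 SD above normal in the single-dose calcium agonist read, cut at about 30% in these data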; note: 0% is about no effect
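In this primary screen, compounds producing a positive calcium signal within 180 s of addition to tetracycline-induced, force-coupled HEK293 Trex D2 cells are flagged; cells are dye-loaded with a no-wash calcium kit beforehand.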
RXFP1 antagonist: qHTS Assay for Antagonists of the Relaxin Receptor RXFP1. Relaxin receptor 1 (Homo sapiens), Q9HBX9. HEK293-RXFP1, relaxin-stimulated cAMP HTRF, 30 min; stronger effect = lower value. activity change, negative = inhibition, % at 57.5 µM. 350,000 tested, 0.59% active. AID 1259400, 2018;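 active = activity change of -60% or lower, but not beyond a set lower limit; inconclusive = change between -60% and -40%, or beyond the set limit; inactive = change above -40%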; note: % is set by controls: 0 for no effect and ±100 for the full control effect
RXFP1 ag: qHTS Assay for Agonists of the Relaxin Receptor RXFP1 | Relaxin receptor 1 (Homo sapiens), Q9HBX9 | HEK293T-RXFP1 cAMP TR-FRET, 30 min; response scale: percent of porcine relaxin response, buffer zero | Potency, µM (doses to about 57.5 µM), for the others: at the top dose activation, actives largely listed as activators | 370,000 tested, 0.3% active | AID 2676, 2010; active = well fitted activation curve with a large enough effect; inconclusive = small, poorly fitted or top-dose-only effect; note: potency is the fitted concentration of half-maximal effect; % is set by controls: 0 for no effect and ±100 for the full control effect; nearly all actives have a fitted effect of over 60% in size; many of its hits are not listed in these tables
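Agonist response is measured as cAMP accumulation in an RXFP1-transfected HEK293T line under PDE4 inhibition. Values are scaled between buffer-only and 29 nM porcine relaxin, and EC50s come from standard Hill equation fits.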
D1 potentiator: Potentiators of Human D1 Dopamine Receptor: qHTS; D(1A) dopamine receptor (Homo sapiens), P21728; potentiation, % at 10 µM; AID 504651, 2011; HEK293 TREx D1 cells, calcium flux, dopamine EC20 potentiation; 360,000 tested, 0.036% active; in the data active = potentiation above about 30%; note: 0% is about no effect
D2 potentiator: HTS Assay for Positive Allosteric Modulators of the Human D2 Dopamine Receptor: Primary Screen for Potentiators; potentiation, % at 10 µM; 340,000 tested, 0.34% active; HEK293 T-REx D2, calcium flux, EC20 dopamine potentiation; D(2) dopamine receptor (Homo sapiens), P14416;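 active = potentiation over 3 SD above the plate norm, cut at about 30% in these data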; note: 0% is about no effect
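Calcium flux readout, no-wash dye, 1 read/s. Inducible HEK293 Trex D2 line, overnight 30 C. Compound alone 180 s (agonist flags), then EC20 dopamine, another 180 s to score potentiation.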
TRHR enhancer: qHTS for Small Molecule Agonists and Allosteric Enhancers of Human TRH Receptor: Primary Screen for Enhancers | TRHR cells, fluo-8 calcium fluorescence, EC20 TRH enhancement | 360,000 tested, 0.66% active | enhancement, % at 2 µM | AID 493056, 2011; in the data active = enhancement above about 30%; note: 0% is about no effect
Target sequence (P34981 whole entry, looked up): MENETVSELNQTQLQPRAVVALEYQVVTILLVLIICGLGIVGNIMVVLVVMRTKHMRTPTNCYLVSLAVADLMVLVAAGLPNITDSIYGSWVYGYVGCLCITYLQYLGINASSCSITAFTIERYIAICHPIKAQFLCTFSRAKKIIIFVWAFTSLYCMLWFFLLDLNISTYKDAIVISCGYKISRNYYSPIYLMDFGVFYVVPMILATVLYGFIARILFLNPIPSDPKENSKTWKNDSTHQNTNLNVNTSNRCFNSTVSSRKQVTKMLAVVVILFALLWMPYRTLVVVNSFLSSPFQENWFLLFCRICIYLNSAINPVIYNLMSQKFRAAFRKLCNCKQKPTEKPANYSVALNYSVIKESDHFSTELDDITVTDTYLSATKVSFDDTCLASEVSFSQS
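Enhancer read-out: after compound pinning and an initial kinetic agonist-mode read, an EC20 of TRH (10 nM final) was injected and fluo-8 calcium signal (Ex 480/Em 530) followed at 1 s/cycle for 100 cycles in TRHR-expressing cells.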
D1 antag: Antagonist of Human D 1 Dopamine Receptor: qHTS; D(1A) dopamine receptor (Homo sapiens), P21728; HEK293 TREx D1 cells, calcium flux, dopamine EC80; stronger effect = lower value; activity change, negative = inhibition, % at 10 µM; 360,000 tested, 3.2% active; AID 504652, 2011; in the data active = activity change below about -30%; note: % is set by controls: 0 for no effect and ±100 for the full control effect
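Calcium flux readout: force-coupled, inducible Hek293 Trex D1 line, cells induced overnight at 30 C with tetracycline, dye-loaded 30–90 min at RT. Antagonism scored against EC80 dopamine challenge given 180 s after compound.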
An asterisk follows results filed as active; ? = inconclusive; nt = not tested or not shown.

SMILES	D2 antagonist	D1 agonist	D2 ag	RXFP1 antagonist	RXFP1 ag	D1 potentiator	D2 potentiator	TRHR enhancer	D1 antag
COc1ccc(OC)c(NC(=O)CSc2nnc(-c3ccncc3)s2)c1	4	5	-1.8	-7	4.6%	-2	8	5	2
COc1ccc(-c2nn[nH]n2)cc1OC	-9	2	-0.2	7	-1.2%	-3	-2	8	2
Cc1cc(C)c(NC(=O)/C=C\C(=O)O)c([N+](=O)[O-])c1	-18	2	0.9	8	0.5%	3	-2	8	2
CCCOc1ccccc1C1C(C(=O)Nc2ccccc2)=C(C)Nc2nnnn21 (stereo not drawn)	nt	39*	nt	1	2.6%	-7	10	49*	5
C[N+](C)(C)CCCN(Cc1ccc2c(c1)OCO2)C(=O)NC1CCCCC1	nt	3	nt	-3	0.1%	0	nt	-3	24
CC1=C(C(=O)OCC2CCCO2)C(c2coc3ccc(Cl)cc3c2=O)C2=C(CCCC2=O)N1 (stereo not drawn)	1	-1	-0.3	8	29%	-9	23	-10	2
COc1ccc(CC(=O)Nc2ccc(S(=O)(=O)NCC3CCCO3)cc2)cc1 (stereo not drawn)	32*	15	-0.5	-17	1.4%	-4	2	5	9
CC(C)CCN1CCN(Cc2ccc(Oc3ncccn3)cc2)CC1CCO (stereo not drawn)	0	-1	0.1	-10	-1.0%	0	10	2	3
CCOC(=O)c1c(C)[nH]c(C)c1S(=O)(=O)NCC(=O)Nc1ccccn1	-3	5	-0.3	-9	-0.2%	1	-6	-5	24
CCCOc1ccc(N2CC(C(=O)Nc3cccc(Cl)c3Cl)CC2=O)cc1 (stereo not drawn)	nt	0	6.8	0	3.1%	-1	4	-11	-18
CCOc1ccc(/C=C\c2nc(O)c([N+](=O)[O-])c(=O)[nH]2)cc1OCC	-7	3	0.1	-1	-0.4%	2	-15	4	-2
C/C(=N/OC(=O)c1c(-c2ccccc2Cl)noc1C)c1cnccn1	-13	0	-0.4	-3	2.9%	-3	-2	6	-11
CN(Cc1ccccc1)C(=O)[C@H]1CCC(=O)N1Cc1ccco1	-4	0	0.6	-12	-0.3%	-9	-17	5	-6
C/C(=N\NC(=S)Nc1ccccc1C)C1Cc2ccccc2C(=O)O1 (stereo not drawn)	2	4	0.1	?	1.2%	1	-4	-18	-19
Fc1ccccc1/C=N/Nc1ccc(Cl)nn1	nt	1	nt	7	0.5%	3	nt	-5	4
Nc1cc(N)nc(SCC(=O)NC2CCCCCCC2)n1	22	1	-0.7	0	1.3%	-4	-3	8	1
COc1ccc(OC)c(CCNC(=O)CS(=O)(=O)Cc2nc(-c3ccc(C)cc3)oc2C)c1	5	1	-0.5	-4	-2.5%	-4	16	-2	-6
CCC(=O)N1CCN(c2ccccc2NC(=S)NC(=O)c2cccc([N+](=O)[O-])c2)CC1	-23	0	1.9	10	0.9%	2	5	0	5
Cc1ccc(N(C)C(=O)c2cnc(N3CCOCC3)c3ccccc23)cc1C	nt	0	0.7	-12	2.3%	-1	20	4	-37*
O=C1CC(C(=O)N2CCN(c3ccc(F)cc3)CC2)CN1CCc1ccccc1 (stereo not drawn)	-2	1	0.7	nt	1.0%	-3	-10	-2	-22
CCn1c(=O)n(CCc2ccccc2)c(=O)c2c3c(sc21)CCCC3	-14	2	0.4	4	0.6%	0	-1	1	3
O=C(C1=C(O)C(=O)N(CCN2CCOCC2)C1c1ccc(Cl)cc1)c1cc2ccccc2o1 (stereo not drawn)	-11	1	-0.4	10	?	-1	1	-4	-10
CCCc1[nH]nc2c1C1(CCOC1C)C(C#N)=C(N)O2 (stereo not drawn)	-4	1	1.3	-9	-0.4%	-7	-3	10	-12
Cc1cc(NS(=O)(=O)c2ccc(NC(=S)NC(=O)c3cccnc3)cc2)no1	nt	-1	nt	-5	3.6%	-1	6	4	9
COc1ccc2[nH]cc(CCNC(=O)C3CCCNC3=O)c2c1 (stereo not drawn)	-11	1	0.2	nt	4.1%	3	11	15	13
CC(=O)c1c(N2CCN(Cc3ccccc3)CC2)nc(=S)n(-c2ccccc2)c1C	-4	0	0.5	-1	-3.3%	3	-2	1	36
CCN(CCO)Cc1csc2ccc(Cl)cc12	-17	3	-0.5	-10	0.0%	-4	-19	-2	4
CC(C)NC(=O)c1ccc(CS(=O)(=O)c2ccc(Br)cc2)o1	11	2	-0.1	-8	0.8%	0	-1	1	4
Cc1ccc(Nc2nc(N)c(C#N)c(CC#N)c2C#N)cc1	-14	1	0.2	11	12%	-4	2	1	-2
Clc1ccccc1Cc1noc(CN2CCN(Cc3ccccn3)CC2)n1	14	5	-3.0	-7	-1.2%	-4	6	-7	0
COCC(=O)n1nc(-c2ccc(C)cc2)nc1NCc1ccc(F)cc1	20	1	-1.7	-7	2.5%	-3	-12	2	-6
COc1ccc2cc(CN(Cc3ccco3)C(=S)NCC3CCCO3)c(=O)[nH]c2c1 (stereo not drawn)	0	1	-0.1	0	1.4%	2	15	2	6
CN(C(=S)SCc1ccccc1)C1CCS(=O)(=O)C1 (stereo not drawn)	16	3	-1.1	2	0.8%	-5	-2	-4	nt
CCn1c(Cc2ccccc2)nnc1SCC(=O)Nc1ccc(N)cc1	-4	0	0.6	-13	-0.3%	-6	-4	-3	-11
Cc1cccc(N2CCN(C(=O)CCC(=O)N3CC(C)Oc4ccccc43)CC2)c1C (stereo not drawn)	-3	5	0.0	-7	5.5%	5	-2	-19	-10
Cc1ccc(C2=NN(C(=O)CSc3nccn3C)C(c3ccco3)C2)cc1 (stereo not drawn)	4	2	-0.2	-10	-0.4%	-3	10	1	7
CC(=O)c1c(C)oc2ccc(NS(=O)(=O)c3ccccc3)cc12	6	4	-0.7	-9	-3.1%	0	-10	-5	3
CCOC(=O)C1C(=O)Oc2ccc3ccccc3c2C1C1CCOC1=O (stereo not drawn)	-6	4	1.6	nt	-0.4%	nt	4	1	-2
Cc1nn(-c2ncc(C(F)(F)F)cc2Cl)c(=O)n1-c1c(F)cccc1F	18	1	1.1	-1	2.1%	-1	-3	18	-1
COc1ccc(N2CC(C(=O)Nc3ccc(S(=O)(=O)Nc4nccs4)cc3)CC2=O)c(OC)c1 (stereo not drawn)	-33	0	-0.6	4	-2.4%	-2	11	1	1

Overlap with the part before: 2 compounds, then new ones.
SMILES	D2 antagonist	D1 agonist	D2 ag	RXFP1 antagonist	RXFP1 ag	D1 potentiator	D2 potentiator	TRHR enhancer	D1 antag
Cc1nn(-c2ncc(C(F)(F)F)cc2Cl)c(=O)n1-c1c(F)cccc1F	18	1	1.1	-1	2.1%	-1	-3	18	-1
COc1ccc(N2CC(C(=O)Nc3ccc(S(=O)(=O)Nc4nccs4)cc3)CC2=O)c(OC)c1 (stereo not drawn)	-33	0	-0.6	4	-2.4%	-2	11	1	1
COc1ccc(Nc2nc(N3CCN(S(C)(=O)=O)CC3)nc3ccccc23)c(OC)c1	-16	1	-0.6	-1	2.5%	-6	9	7	-7
Cc1ccc2[nH]c3c(=O)n(CC(=O)Nc4ccccc4N4CCN(C)CC4)ncc3c2c1	nt	1	nt	-6	3.7%	-9	-20	7	10
Cc1cccc(-c2nnn3c2nc(NCCC(C)C)c2ccccc23)c1	nt	1	0.4	nt	22%	-1	-7	-2	2
CC1(C)CC(=O)C(C=NCC2CCN(C(=S)Nc3cccc(Cl)c3)CC2)=C(O)C1	-27	1	0.4	-7	1.1%	-7	13	2	-8
O=C(NCc1ccccc1)N1CCN(c2ccccc2)CC1	4	14	0.7	-18	-0.1%	-8	-8	2	-15
CCCN1CCN(C(=O)c2c(Cl)cnn2C)CC1	8	1	0.6	3	0.5%	-3	0	1	-5
CC(C)C(=O)N1CCN(c2ccc(NC(=O)c3ccc4c(c3)OCCO4)cc2Cl)CC1	-30	5	-1.0	-19	-1.2%	-7	9	-3	-11
COc1cccc(-c2nc(CS(=O)CC(=O)NCc3ccc4c(c3)OCO4)c(C)o2)c1 (stereo not drawn)	12	2	-2.3	-1	1.1%	-7	-6	-3	-6
COC(=O)c1ccc(NC(=O)Cc2ccc(F)cc2)cc1	-2	0	-1.3	-4	1.2%	-4	-8	-9	-30*
CCN(CC)C(=O)CCn1nc(-c2ccc(C)cc2)c2ccccc2c1=O	11	2	-0.5	-7	-1.4%	-4	1	-7	6
N#Cc1ccccc1Cn1c(=O)n(C2CCCC2)c(=O)c2ccccc21	nt	4	nt	-15	-1.4%	4	nt	1	13
CCOc1cc(N2CCOCC2)c(OCC)cc1NC(=O)CCC1CCCC1	-5	2	-1.9	-7	-0.1%	-6	-10	-3	-31*
CN1C(=O)CC(Sc2ncccc2C(=O)O)C1=O (stereo not drawn)	-11	3	0.8	-4	0.7%	4	5	10	20
Cc1ccc(NC(=O)CCNC(=O)c2ccccc2)cc1F	17	6	-0.4	-15	0.0%	-3	19	17	-3
O=C(OCc1ccccc1F)c1ccc2c(c1)-c1ccccc1C2=O	-6	2	1.5	14	2.4%	-3	-3	-6	0
Cc1[nH]c(=O)[nH]c(=O)c1S(=O)(=O)Nc1ccc(Oc2ccccc2)cc1	-8	0	0.1	9	-1.1%	3	6	-1	1
COC(=O)c1cc2oc3ccccc3c2n1CC(=O)Nc1ccc(C)c(F)c1	nt	3	0.3	-3	14%	-6	-1	2	-25
COc1ccccc1NC(=O)CSc1nnc(CNC(=O)c2ccco2)n1C	6	4	-0.1	-9	-0.9%	2	10	-3	2
O=C1CS/C(=N\N=C\c2ccccc2Cl)N1CC1CC1	2	6	-0.6	1	2.9%	-4	-8	0	47
COc1cc(OC)c(C2C(C(=O)Nc3ccc(C)cc3C)=C(C)Nc3ncnn32)cc1OC (stereo not drawn)	3	1	-0.5	4	1.2%	-9	9	-4	8
COc1cccc(-c2nn(-c3ccccc3)cc2C(=O)O)c1	24	4	0.2	-14	1.7%	-3	6	-2	6
Cc1ccccc1C(=O)NC1CC2CCC(C1)N2Cc1ccccc1 (stereo not drawn)	72*	0	0.3	-2	1.0%	-9	-24	-1	-24
O=C1CCCCCN1Sc1ccccc1	nt	2	nt	-30	0.2%	3	nt	4	14

The list is partial. The share of hits here may be higher or lower than overall.
